Screening results as filed in PubChem.
HePTP inhibitor – inhibitors of human HePTP phosphatase; 110,000 compounds, 0.64% hits; P35236; inhibition, % at 20 µM; AID 521; recombinant HePTP phosphatase activity, OD absorbance; in the data active = inhibition above about 50%;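 note: plate controls were vehicle for no effect and reference inhibitor for full effect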
Target sequence (P35236 whole entry, looked up): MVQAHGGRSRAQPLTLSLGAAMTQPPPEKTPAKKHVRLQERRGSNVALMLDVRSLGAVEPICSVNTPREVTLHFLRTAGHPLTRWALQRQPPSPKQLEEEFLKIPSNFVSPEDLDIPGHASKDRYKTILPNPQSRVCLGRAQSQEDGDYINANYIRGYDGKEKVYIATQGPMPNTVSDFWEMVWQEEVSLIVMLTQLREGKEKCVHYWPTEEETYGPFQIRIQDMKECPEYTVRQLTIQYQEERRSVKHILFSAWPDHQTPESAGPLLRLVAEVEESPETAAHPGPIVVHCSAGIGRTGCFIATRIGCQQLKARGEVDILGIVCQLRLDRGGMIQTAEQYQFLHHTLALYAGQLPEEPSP
BAP1 inh – inhibitors of human BAP1 deubiquitinase. AID 436. recombinant BAP1, Ub-AMC hydrolysis fluorescence kinetic; hits give low values. activity remaining (% of control), % at 20 µM. 72,000 compounds, 0.48% hits;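 active = activity remaining at or below 50% of control, provided the compound also passes the data quality filters; inactive = the rest, including low values that fail the filters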;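 note: 100% = DMSO wells rate and 0% = substrate alone blank rate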
Target sequence (Q92560 whole entry, looked up): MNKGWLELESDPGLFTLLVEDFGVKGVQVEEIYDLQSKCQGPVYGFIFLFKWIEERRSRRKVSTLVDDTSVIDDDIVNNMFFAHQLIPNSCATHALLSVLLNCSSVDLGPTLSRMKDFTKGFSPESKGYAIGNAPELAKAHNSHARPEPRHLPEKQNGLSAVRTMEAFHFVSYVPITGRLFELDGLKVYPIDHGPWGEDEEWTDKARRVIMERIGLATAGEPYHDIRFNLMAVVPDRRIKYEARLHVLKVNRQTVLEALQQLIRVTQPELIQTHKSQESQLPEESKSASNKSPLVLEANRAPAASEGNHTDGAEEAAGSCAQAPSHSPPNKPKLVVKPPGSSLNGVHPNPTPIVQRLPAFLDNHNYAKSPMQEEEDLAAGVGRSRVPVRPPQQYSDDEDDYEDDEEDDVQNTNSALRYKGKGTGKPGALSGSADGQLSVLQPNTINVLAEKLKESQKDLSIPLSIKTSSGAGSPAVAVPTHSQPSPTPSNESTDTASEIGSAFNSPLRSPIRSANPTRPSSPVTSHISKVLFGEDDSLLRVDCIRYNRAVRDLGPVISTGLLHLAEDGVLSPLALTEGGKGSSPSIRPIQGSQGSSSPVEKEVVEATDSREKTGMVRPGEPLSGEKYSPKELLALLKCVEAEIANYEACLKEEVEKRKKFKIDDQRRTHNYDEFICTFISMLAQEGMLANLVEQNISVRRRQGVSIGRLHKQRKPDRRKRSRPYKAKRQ
* hit, by the source's call; · = no result given.

HePTP inhibitor | BAP1 inh | canonical_smiles
12.3 | · | CCOc1cc(OCC)cc(C(=O)Nc2ccc(-c3nc4ccc(C)cc4o3)cc2)c1
-5.5 | 98.1 | CCC(C)c1ccc(OCC(=O)O)cc1 (stereo unspecified)
4.9 | 106.5 | CCOc1cc(C2C(C(=O)OC(C)C)=C(C)N=C3SCCC(=O)N32)ccc1OC(C)=O (stereo unspecified)
3.7 | · | CSc1nc2ccc3nc(NC(=O)c4cccs4)sc3c2s1
2.5 | · | COc1ccc(/C=N/NC(=O)c2nonc2C)cc1
4.0 | 93.9 | CCCOc1ccccc1C1CC(=O)NC(C)=C1C(=O)OCC(C)C (stereo unspecified)
-12.9 | · | CCOC(=O)C1=C(O)/C(=C/c2ccc(Br)cc2)SC1=Nc1cccc(Cl)c1
6.2 | 124.8 | O=C(CCn1ccc2ccccc21)Nc1ccc(N2CCOCC2)cc1
-6.5 | · | CC12CC(NC(=O)N1CCc1ccccc1)c1ccccc1O2 (stereo unspecified)
7.6 | 123.7 | O=C(Nc1ccc(Cl)cn1)c1cnn2cccnc12
9.8 | 87.6 | C1=C(CCNc2ncnc3nc[nH]c23)CCCC1
-0.3 | · | CCCCOc1cc2oc(=O)cc(C)c2cc1CC
3.0 | · | Cc1c(NC(=O)c2ccc3ccccc3n2)c(=O)n(-c2ccccc2)n1C
11.9 | 92.2 | Cc1cccc(Nc2ncccc2C(=O)O)c1C
4.4 | 84.2 | Cc1noc(C)c1C(=O)Nc1sc(C)c(C)c1C#N
11.8 | · | Cc1ccc(C)c(NC(=O)c2c(-c3ccccc3Cl)noc2C)c1
· | 192.5 | CCCCC(CC)CNC(=O)c1ccccc1Cl (stereo unspecified)
-1.3 | 94.7 | Cn1cnc2c1c(=O)n(Cc1ccccc1)c(=O)n2C
6.6 | · | C(=N\N=C\c1ccc2c(c1)OCO2)/c1ccc2c(c1)OCO2
-3.1 | · | CCSc1nnc(NC(=O)C2CC3CCC2C3)s1 (stereo unspecified)
-1.2 | 98.7 | O=C1c2ccncc2C(=O)N1C1CCCCC1
10.5 | 103.6 | COC(=O)C1=C(C)Nc2ncnn2C1c1ccco1 (stereo unspecified)
0.4 | · | COc1ccc(-c2cc(-c3ccc(C)cc3)nc(N/N=C/c3cccc(OC)c3O)n2)cc1OC
4.5 | 87.9 | COc1cc(NC(=O)c2cc(-c3cccc(O)c3)on2)cc(OC)c1OC
-11.0 | · | O=S(=O)(Nc1cccc(I)c1)c1ccc2ccccc2c1
· | 155.8 | COc1ccc(CN2C(=O)c3ccc(C(=O)O)cc3C2=O)cc1
· | 102.1 | O=C(NCCCN1CCCC1=O)c1ccc(Cl)c(NS(=O)(=O)c2ccc(F)cc2)c1
4.2 | · | COC(=O)CN1C(=O)C(=O)c2ccccc21
6.2 | · | COCCNC(=O)COc1ccc(Br)c(C)c1
8.3 | · | Cc1ccc(-c2ccc(/C=C3\C(=O)NN(c4ccccc4)C3=O)o2)c([N+](=O)[O-])c1
48.4 | 88.1 | CCC(C)(C)n1nnnc1C(c1cccs1)N1CCc2ccccc21 (stereo unspecified)
6.4 | 100.1 | CC(C)[C@H](NC(=O)NCc1ccc(Cl)cc1)C(=O)O
2.8 | 76.5 | CCC(=O)Nc1cc(C(F)(F)F)ccc1N1CCOCC1
3.0 | · | COC(=O)C1=NN(C(=O)c2cccc(Br)c2)C(O)(c2ccccc2)C1 (stereo unspecified)
5.9 | 137.0 | Cc1cc(N(C)C)c(C#N)c(NCc2ccccc2)n1
0.4 | · | Cc1cc(C(=O)Nc2ccccc2C(N)=O)ccc1[N+](=O)[O-]
11.7 | 100.7 | COc1cccc(N(C(=O)c2ccco2)C(C(=O)NC2CCCC2)c2cccnc2)c1 (stereo unspecified)
-1.2 | · | Nc1nnnn1/N=C/c1ccc(N2CCOCC2)cc1
1.1 | · | Nc1nnnn1/N=C/c1ccc(OCc2ccccc2)cc1
3.7 | 98.0 | C=CC(C)Sc1nc2c(c(=O)n(C)c(=O)n2C)n1Cc1ccccc1Cl (stereo unspecified)

2 compounds drawn at random from the list so far:
HePTP inhibitor | BAP1 inh | canonical_smiles
3.0 | · | COC(=O)C1=NN(C(=O)c2cccc(Br)c2)C(O)(c2ccccc2)C1 (stereo unspecified)
6.6 | · | C(=N\N=C\c1ccc2c(c1)OCO2)/c1ccc2c(c1)OCO2

(further entries)
HePTP inhibitor | BAP1 inh | canonical_smiles
11.0 | 88.5 | COC(=O)c1ccc(COc2cccc(OC)c2)o1
6.1 | · | CC(=O)NC1C(OCCOc2ccc(Cl)cc2Cl)OC(COC(C)=O)C(OC(C)=O)C1OC(C)=O (stereo unspecified)
1.6 | 89.1 | Cc1ccc(N2C(=O)c3n[nH]c(C)c3C2c2ccccn2)cc1 (stereo unspecified)
0.6 | · | Cc1cc2oc(=O)cc(C)c2cc1NC(=O)/C=C/C(=O)O
· | 109.0 | O=C(O)c1ccc(-n2nnnc2SCC(=O)N2CCOCC2)cc1
-0.1 | · | N/C(=N\c1nc(C(F)(F)F)cc(=O)[nH]1)Nc1ccc(I)cc1
0.4 | · | CCOc1ccc(NS(=O)(=O)c2ccc3nsnc3c2)cc1
13.7 | · | O=C1CCCC2=C1C(c1ccc(O)c(O)c1)Nc1ccc3ncccc3c12 (stereo unspecified)
-5.0 | 83.2 | CC1(C)CC(=O)C(C=Nc2ccc(O)cc2)=C(O)C1
2.4 | 101.3 | Cc1ccccc1NC1=NC(C)(C)N=C(N)N1
8.8 | 98.4 | O=C(NC1CCCCCC1)c1c(F)c(F)c(F)c(F)c1F
3.2 | 103.3 | O=C(NC1CCCC1)C1CCN(S(=O)(=O)N2CCCCC2)CC1
3.4 | 87.8 | COc1ccc(-c2noc(CSc3nc(N)c(-c4ccccc4)c(=O)[nH]3)n2)cc1
-21.2 | · | CCN(CC)c1ccc(N=Cc2ccccc2OCc2ccccc2)cc1
8.5 | 107.0 | COc1cccc(NC(=O)Cc2cn(C)c3ccccc23)c1
0.5 | · | Nc1ccc(-c2nc3c(Cl)c(N)ccc3[nH]2)cc1
15.4 | 70.4 | CCN1CCc2c(C#N)c(N3CCOCC3)nc(NCc3ccccc3)c2C1
2.5 | · | Cc1nnc(N/N=C/c2ccc(Cl)c([N+](=O)[O-])c2)[nH]c1=O
-7.2 | · | CCOc1cc(/C=C2\C(=O)NC(=O)N(c3cc(C)cc(C)c3)C2=O)cc(Cl)c1O
· | 74.8 | CCCCOc1ccc(C(=O)Nc2c3c(nn2-c2ccc(C)cc2C)CSC3)cc1

Some of these compounds in order of number of heavy atoms, low to high:
HePTP inhibitor | BAP1 inh | canonical_smiles
0.5 | · | Nc1ccc(-c2nc3c(Cl)c(N)ccc3[nH]2)cc1
-5.0 | 83.2 | CC1(C)CC(=O)C(C=Nc2ccc(O)cc2)=C(O)C1
2.5 | · | Cc1nnc(N/N=C/c2ccc(Cl)c([N+](=O)[O-])c2)[nH]c1=O
0.4 | · | CCOc1ccc(NS(=O)(=O)c2ccc3nsnc3c2)cc1
3.2 | 103.3 | O=C(NC1CCCC1)C1CCN(S(=O)(=O)N2CCCCC2)CC1
3.4 | 87.8 | COc1ccc(-c2noc(CSc3nc(N)c(-c4ccccc4)c(=O)[nH]3)n2)cc1

Later entries
HePTP inhibitor | BAP1 inh | canonical_smiles
3.8 | 99.2 | CCCCN1CC(O)=C(c2nc3ccccc3[nH]2)C1=N
8.0 | 101.5 | O=C(CN1CCCCCC1)NCCc1ccc(F)cc1
4.6 | 97.0 | COc1ccccc1NC(=O)Cn1nnc(C(=O)Nc2ccccc2)c1N
11.5 | 86.2 | COc1cc(S(=O)(=O)n2c(C)nc3ccccc32)ccc1F
1.0 | · | Cc1cccc(C(=O)Nc2ccc(NC(=O)Cc3ccccc3)cc2)c1
-1.2 | 97.4 | O=C(NCc1ccccc1)NC1CC2CCC(C1)N2Cc1ccco1 (stereo unspecified)
8.6 | 82.3 | CCC(C(=O)OCC(=O)Nc1c(C)n(C)n(-c2ccccc2)c1=O)c1ccccc1 (stereo unspecified)
3.9 | 66.1 | COC(=O)c1cc(COc2ccc3c4c(c(=O)oc3c2)CCCC4)c(C)o1
5.6 | 112.8 | COc1ccc(Cc2c(O)nc(SC)n(C(C)=O)c2=O)cc1
5.0 | 108.2 | CC(C)(C)c1ccc(OCCn2ccccc2=O)cc1
-11.6 | · | O=C(Nc1cccc(Br)c1)c1ccc([N+](=O)[O-])cc1Cl
-5.1 | 98.5 | CCOC(=O)c1cc(C)n(CCCN2CCOCC2)c1C
2.6 | 54.2 | CCCC(=O)Nc1nc2ccc(NC(=O)c3ccc(Br)o3)cc2s1
2.9 | 96.1 | O=C(c1ccccc1)c1cccn1CC(=O)N1CCN(C2CCCCC2)CC1
5.6 | · | Cc1cnc(NC(=O)c2ccc([N+](=O)[O-])cc2)s1
5.7 | 91.1 | CC(=O)OC1CC(C)(C)N(OC(=O)CCCN2C(=O)c3ccccc3C2=O)C(C)(C)C1
4.7 | 109.8 | Cn1ncc2c(N3CCOCC3)ncnc21
6.5 | 91.6 | CCc1nc(SCC(=O)N2CCN(c3ccccc3)CC2)c2c(=O)n(C)c(=O)n(C)c2n1
7.3 | 94.0 | O=C(C1=C(O)C(=O)N(CCOCCO)C1c1cccs1)c1cccs1 (stereo unspecified)
-0.3 | · | O=C1c2ccccc2C(=O)C1c1cccc2ccccc12
· | 150.2 | Cc1ccc(S(=O)(=O)N(C)C(=Nc2ccccc2)c2ccccc2)cc1
-1.2 | 102.0 | Cc1cc(C(=O)N2CCN(c3ncccn3)CC2)c2cc(F)ccc2n1
2.4 | 82.5 | CC1=C(C(=O)NC(C)C)C2(CCC(C)CC2)OC1=O (stereo unspecified)
6.0 | · | O/N=C1/CCCc2c1[nH]c1ccccc21
4.7 | · | COc1cc(/C=C/C(=O)O)cc(S(=O)(=O)NCCCC(=O)O)c1OC
-3.2 | · | Cn1cnnc1Sc1nc2c(c(=O)n(C)c(=O)n2C)n1Cc1ccc(F)cc1
· | 73.0 | C=CCn1c2ccccc2n2cc(-c3ccc([N+](=O)[O-])cc3)nc12
5.9 | 96.7 | CCCOC(=O)CSc1nnc(-c2ccc(Cl)cc2Cl)o1
5.9 | · | O=C(CSc1nc2ccc(Br)cc2c(=O)n1-c1ccccc1)Nc1ccccc1[N+](=O)[O-]
-2.6 | · | Cc1cc(C(=O)COc2cccc(-n3cnnn3)c2)c(C)n1-c1ccccc1
6.4 | 106.0 | COc1cc(C2c3c(oc4ccccc4c3=O)C(=O)N2Cc2ccncc2)ccc1O (stereo unspecified)
-3.2 | · | O=C(NNc1ccccc1)C(O)(Cc1ccccc1)Cc1ccccc1
6.5 | · | CN1CCc2c(sc3[nH]c(=S)n(CCc4ccccc4)c(=O)c23)C1
-12.9 | · | COC(=O)c1ccccc1NC(=O)c1ccccc1NC(=O)c1ccc(OC)cc1
-4.3 | · | NC(N)=NS(=O)(=O)c1ccc(NC(=S)NC(=O)c2ccccc2)cc1
6.8 | 84.4 | COc1ccc(NCc2n[nH]nc2-c2ccccc2)cc1Cl
-12.7 | · | O=C(/C=C/c1ccc(-c2ccccc2[N+](=O)[O-])o1)Nc1cccnc1
5.3 | 96.3 | O=CN(CCN(C=O)CN1CCCCC1)CN1CCCCC1
-1.2 | 105.5 | O=C(Cn1cnc2c(cnn2-c2ccccc2)c1=O)N1CCCc2ccccc21
5.5 | · | O=C(NN1C(=O)CSC1c1ccc(Br)cc1)c1ccccc1 (stereo unspecified)

Record cards, as listed above. Order of values: HePTP inhibitor | BAP1 inh
`COC(=O)C1=C(C)Nc2ncnn2C1c1ccco1` (stereo unspecified) across the screens: 10.5 | 103.6
`COc1ccc(-c2noc(CSc3nc(N)c(-c4ccccc4)c(=O)[nH]3)n2)cc1` across the screens: 3.4 | 87.8

The list goes on:
HePTP inhibitor | BAP1 inh | canonical_smiles
6.4 | · | Cc1ccc(OCc2nnc(NC(=O)Nc3ccc(Cl)cc3)s2)cc1C
-3.2 | 113.8 | CCOc1ccc(S(=O)(=O)NCCC(=O)NC2=NCCS2)cc1
10.7 | 126.3 | NC(=O)C1CCN(C(=S)c2cccs2)CC1
-4.9 | 27.7* | O=C(O)Cn1cc(C(=O)c2cccs2)c2ccccc21
4.2 | · | COc1ccc(NC(=O)CCC2CCCCC2)cc1
11.2 | 101.9 | CCOC(=O)Cc1nnc(NC(=O)C(CC)Sc2nnc3c4ccccc4n(C)c3n2)s1 (stereo unspecified)
7.8 | 105.9 | COC(=O)CCCC(=O)Nc1c(F)c(F)c(F)c(F)c1F
-3.8 | · | CCC(C)NC(=O)CN(c1ccccc1OC)S(=O)(=O)c1ccccc1 (stereo unspecified)
4.8 | · | CC1(C)CC(=O)C2=C(C1)Nc1ccccc1N(C(=O)Cc1ccccc1)C2c1ccc(Cl)cc1 (stereo unspecified)
9.3 | 104.7 | CC(C)C(=O)Nc1ccc(NC(=O)c2ccccc2Cl)nc1
11.3 | 113.5 | O=C1C2CC=CCC2C(=O)N1CC(=O)N(Cc1ccccc1)C1CCS(=O)(=O)C1 (stereo unspecified)
-8.1 | · | Cc1cc(=O)oc2c1ccc1oc(C(=O)c3ccc(Cl)cc3)c(C)c12
2.0 | · | CCSc1nnc2c(n1)OC(c1ccc(C(=O)O)cc1)Nc1ccccc1-2 (stereo unspecified)
-11.8 | · | O=C(O)c1cc(-c2ccc(O)cc2)nc2ccc(Br)cc12
6.9 | · | O=c1c2c(nc3cc(-c4ccc(F)cc4)[nH]n13)CCC2
1.1 | · | CC(NC(=O)C12CC3CC(CC(C3)C1)C2)C1CC2CCC1C2 (stereo unspecified)
0.2 | 89.5 | CCN1CCN(Cc2ccc(NC(=O)CC3Oc4ccc(C)cc4NC3=O)cc2)CC1 (stereo unspecified)
3.3 | · | COc1ccccc1/C=C1\SC(=N)N(c2ccc(F)cc2)C1=O
-17.1 | · | COc1ccccc1OCCNC(=O)c1ccc(Oc2ccccc2)cc1
0.3 | · | O=C(CC1S/C(=N\N=C\c2ccccc2)NC1=O)Nc1ccccc1F (stereo unspecified)
8.7 | 100.7 | Nn1c(SCC(=O)N2CCOCC2)nnc1-c1ccc(Cl)cc1Cl
1.6 | 98.4 | CN(CC(=O)NC1CCCc2ccccc21)S(=O)(=O)c1ccc2c(c1)c(=O)n(C)c(=O)n2C (stereo unspecified)

Outcome played no part in choosing rows; about 0.79% have a hit in one of these screens.
